Bioassay records: PubChem, Sanford-Burnham Center for Chemical Genomics
TAG inh: inhibitors of triacylglycerol accumulation | H9c2 cells, Nile Red lipid (TAG) fluorescence; cells loaded with 200 µM oleic acid | inhibition, % at 12.5 µM | 0.66% of 230,000 active;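 active = pattern-corrected inhibition of lipid staining of at least 50% with the nuclear-stain viability signal not falling by more than 50%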;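 also: 0% = DMSO wells and 100% = triacsin C control wells; some results filed as inactive read as strong as hits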
TAG inh DAPI viability: recorded beside TAG inh, whose call it bears; DAPI nuclei signal change (viability), lower = more cytotoxic, %;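 whole-well DAPI fluorescence read on a plate reader as a viability signal; minus 50 percent equals half of cells still viable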
Active calls of the source: *. The list is partial. The share of hits here may be higher or lower than overall.

SMILES	TAG inh	TAG inh DAPI viability
CCOc1ccc(CN(C)C(=O)CNC(=O)c2sc3ccccc3c2Cl)cc1	-25	5
O=C1CSC(=S)N1N=Cc1ccc2c(c1)OCO2	1	8
Cc1cnc(C(=O)OCC(=O)c2ccc(Br)s2)cn1	-7	-3
Cc1ccc(CC2CC(=O)N(c3ccncc3)C2=O)cc1 (stereo not drawn)	-12	-2
CCCC(=O)NC(c1ccc(OCC)cc1)c1ccc(OC)c(OC)c1 (stereo not drawn)	1	-3
COCCN(C(=O)CCC(=O)Nc1ccccn1)C(C(=O)NC1CCCC1)c1ccc(OC)cc1 (stereo not drawn)	8	-1
CC1(C)C(CC(=O)O)CC1C(=O)O (stereo not drawn)	4	1
CC(NC(=O)c1ccco1)C(=O)N1CCN(C(c2ccccc2)c2ccccc2)CC1 (stereo not drawn)	18	-1
Cc1ccc(OC(=O)Nc2ccccc2)cc1	19	-4
N/C(=N\OC(=O)c1cc(Br)ccc1Cl)c1cccnc1	0	-6

Record cards, from the list above. Order of values: TAG inh | TAG inh DAPI viability
Listed for `Cc1ccc(OC(=O)Nc2ccccc2)cc1` : 19 | -4
Listed for `CC1(C)C(CC(=O)O)CC1C(=O)O` (stereo not drawn) : 4 | 1
Listed for `N/C(=N\OC(=O)c1cc(Br)ccc1Cl)c1cccnc1` : 0 | -6
Listed for `O=C1CSC(=S)N1N=Cc1ccc2c(c1)OCO2` : 1 | 8

The listing continues.
SMILES	TAG inh	TAG inh DAPI viability
COc1ccc(CNS(=O)(=O)c2ccc(F)cc2Br)cc1	-19	2
Cc1ccc([N+](=O)[O-])c(OCCN2CCC(Cc3ccccc3)CC2)c1	-6	8
O=C(NCCCCO)C(F)(F)C(F)(F)C(F)(F)C(=O)NCCCCO	-11	-1
CCN(C1CCS(=O)(=O)C1)S(=O)(=O)c1cccc([N+](=O)[O-])c1 (stereo not drawn)	-6	-1
CC(C)CNC(=O)c1ccccc1NC(=O)CN(c1ccccc1)S(=O)(=O)N(C)C	1	-2
CCN(CC)CCNC(=O)c1ccc(CS(=O)(=O)c2ccc(Br)cc2)o1	-13	-2
Cc1nnc(SCC(N)=O)n1CCc1ccccc1	-2	1
CCN1C(=O)[C@H]2[C@@H](c3ccc(OC)cc3)N[C@]3(CCCN(Cc4ccccc4)C3=O)[C@H]2C1=O	5	0
COc1ccccc1-c1cn[nH]c1-c1ccc(OCc2ccccc2F)cc1O	1	1
CCOC(=O)C1CCN(c2nc3ccccc3nc2C(C#N)C(=O)OC(C)COC)CC1 (stereo not drawn)	9	3
CCSc1nnc(SCC(=O)N2CCN(C(=O)c3ccco3)CC2)s1	15	-3
CCC(C(=O)OC)n1cnc2c(nnn2-c2ccc(F)cc2)c1=O (stereo not drawn)	10	-11
Cc1csc(NC(=O)CSc2nnc(-c3ccoc3C)n2Cc2ccco2)n1	-3	0
COc1ccc(C(=O)Nc2ccc(Oc3ncnc4sc(-c5ccccc5)cc34)cc2)cc1OC	2	20
CCCC(c1nnnn1Cc1ccco1)N1CCN(C2CCCC2)CC1 (stereo not drawn)	17	-2
Cc1ccc(C(=O)N2CCN(C(=O)C3CCCO3)CC2)cc1 (stereo not drawn)	-2	-6
O=C1c2oc3ccc(Cl)cc3c(=O)c2C(c2ccco2)N1CCN1CCOCC1 (stereo not drawn)	14	-5
O=C(CCN1CCCCC1)Nc1ccc(F)c(F)c1	4	-7
CCN(CC)C(=O)c1ccccc1NS(C)(=O)=O	-3	-6
CCOc1ccc(N2C(=O)CC(SCC(=O)O)C2=O)cc1 (stereo not drawn)	-10	7
COc1ccc2cc(-c3ccsc3)ncc2c1	13	-3
CSCCC(NC(N)=O)C(=O)N(C)CC(=O)Nc1ccc(C)cc1 (stereo not drawn)	4	-7
Cc1ccccc1OCCn1cnc2cc([N+](=O)[O-])ccc2c1=O	26	1
O=C(c1ccc(NC(=O)C2(c3ccccc3)CCOCC2)cc1)N1CCOCC1	-1	-8
CCN(CC(=O)Nc1ccc(N2CCOCC2)cc1)Cc1nc2ccccc2c(=O)[nH]1	-10	5
CC(C)CN1CCC(=O)N([C@H](CN=[N+]=[N-])Cc2ccccc2)CC1	2	-1
CCc1cccc(NC(=O)Cn2cc3c(n2)CCCC3)c1	-7	-8
O=C1CSC(=O)N1CCOCCN1C(=O)CSC1=O	11	4
O=C(Nc1ccc2c(c1)OCCO2)c1ccccc1F	8	-5
Nc1nc(N2CCCCC2)c2ncn(C3OC(CO)C(O)C3O)c2n1 (stereo not drawn)	14	-1

Three of these compounds in a different format:
| compound | TAG inh | TAG inh DAPI viability |
| --- | --- | --- |
| CCN(CC(=O)Nc1ccc(N2CCOCC2)cc1)Cc1nc2ccccc2c(=O)[nH]1 | -10 | 5 |
| O=C(c1ccc(NC(=O)C2(c3ccccc3)CCOCC2)cc1)N1CCOCC1 | -1 | -8 |
| Cc1ccccc1OCCn1cnc2cc([N+](=O)[O-])ccc2c1=O | 26 | 1 |

(list continues)
SMILES	TAG inh	TAG inh DAPI viability
CCO[C@@H]1c2c(ccc3ccc(=O)oc23)OC(C)(C)[C@H]1O	-9	4
COC(=O)C(CC(=O)CNC(=O)c1ccccc1)NC(=O)c1ccccc1 (stereo not drawn)	8	-5
COc1cccc(NC(=O)C(Cc2ccccc2)n2cccc2)c1 (stereo not drawn)	-14	-3
CCOc1ccc(OCCOCCn2ccnc2)cc1	-22	-1
O=C(/C=C/c1cn(-c2ccccc2)nc1-c1cccs1)NCCN1CCOCC1	12	25
CCOc1cc(CNCC2CCCN2CC)cc(Cl)c1OC (stereo not drawn)	-1	-1
Cc1cccnc1NC(=O)Nc1ccc(F)cc1	5	-1
CCCC(=O)Nc1sc(C(=O)Nc2cccc(N)c2)c(C)c1C(=O)OC	13	5
C[N+](C)(C)CCOP(=O)([O-])OC[C@H](O)CO	0	-5
CCCCN1C(=O)C(CC(=O)NCCc2ccccn2)CC(C(=O)N(C(C)C)C(C)C)=C1C (stereo not drawn)	25	-28
O=C(OCc1nnc(-c2ccc(Br)cc2)o1)c1ccco1	-1	9
CCN(CC)S(=O)(=O)c1ccc(NC2c3ccccc3C(=O)N2c2ccc(C)cn2)cc1 (stereo not drawn)	10	-4
O=C(CSC(=S)N1CCOCC1)N1N=CCC1c1ccccc1 (stereo not drawn)	5	-3
CN(C)CCCNC(=O)C[C@H]1C[C@H](C(=O)N2CCCCC2)[C@@]2(C)c3[nH]c4cc(CCC(=O)N(C)C)ccc4c3CCN2C1=O	-2	6
CC1CCCC(C)N1C(=O)COC(=O)c1ccco1 (stereo not drawn)	4	7
CCN(Cc1ccc(OC)c(F)c1)C(=O)/C=C/c1ccc(S(=O)(=O)N2CCOCC2)cc1	-1	6
COc1nc2ccccc2nc1OC	11	-5
O=C(Nc1cc(Cl)ccc1O)C1CC(c2ccccc2Cl)=NO1 (stereo not drawn)	1	-6
CCOc1ccc(NC(=O)c2cnccn2)cc1	-5	5
c1ccc2c(c1)nc(-c1ccncc1)n2CCNc1nc(CN2CCCCC2)cs1	-4	-5
CCOC(=O)C1(CCCc2ccccc2)CCN(C(=O)c2n[nH]c(CC)c2C)CC1	1	3
Cc1ccc(NC(=O)Cc2ccccc2)cc1S(=O)(=O)N1CCOCC1	1	-8
COc1cc(CNCCc2ccccc2)cc(Br)c1OCC(=O)Nc1ccccc1C	2	18
C[C@]12c3[nH]c4cc(-c5ccco5)ccc4c3CCN1C(=O)[C@@H](CC(=O)NCc1ccco1)C[C@@H]2C(=O)N1CCOCC1	12	-9
Cc1cccc(N(CC(=O)NCC2CCCO2)C(=O)CCC(=O)Nc2cc(C)on2)c1 (stereo not drawn)	-13	9
CC(C)N1C[C@@]23C=C[C@@H](O2)C(C(=O)OCc2ccccc2)[C@H]3C1=O (stereo partly drawn)	6	-13
Cn1c(SCc2cnc(-c3ccccc3)s2)nnc1C1COc2ccccc2O1 (stereo not drawn)	2	12
CC(C)NC(=O)CSc1ccccc1C(=O)NCc1ccc2c(c1)OCO2	-14	7
CCc1nc2ccc(C(=O)NCCC(C)C)cn2c1N(CCN(C)C)CC1CC1	8	-11
COC(=O)c1ccc(OC(=O)c2nn(C)cc2Cl)c(OC)c1	-6	-4

In the list so far, 7 have two or more sulfur atoms.
SMILES	TAG inh	TAG inh DAPI viability
O=C1CSC(=S)N1N=Cc1ccc2c(c1)OCO2	1	8
CCN(C1CCS(=O)(=O)C1)S(=O)(=O)c1cccc([N+](=O)[O-])c1 (stereo not drawn)	-6	-1
CCSc1nnc(SCC(=O)N2CCN(C(=O)c3ccco3)CC2)s1	15	-3
Cc1csc(NC(=O)CSc2nnc(-c3ccoc3C)n2Cc2ccco2)n1	-3	0
O=C1CSC(=O)N1CCOCCN1C(=O)CSC1=O	11	4
O=C(CSC(=S)N1CCOCC1)N1N=CCC1c1ccccc1 (stereo not drawn)	5	-3
Cn1c(SCc2cnc(-c3ccccc3)s2)nnc1C1COc2ccccc2O1 (stereo not drawn)	2	12

The list goes on.
SMILES	TAG inh	TAG inh DAPI viability
C[C@@H]1CN([C@H](C)CO)S(=O)(=O)c2ccc(C#Cc3ccccc3F)cc2O[C@H]1CN(C)C(=O)c1ccc2c(c1)OCO2	3	13
O=C(C[n+]1ccccc1)N/N=C/c1cc(Br)ccc1F	3	4
CC(C)C(c1nnnn1Cc1ccc(F)cc1)N1CCC(C(N)=O)CC1 (stereo not drawn)	0	0
CC(C)CC(C(=O)OCC(=O)Nc1ncc(Cl)cc1Cl)N1C(=O)c2ccccc2C1=O (stereo not drawn)	-15	1
CC1CN(C(=O)CNC(=O)COc2ccccc2)CC(C)O1 (stereo not drawn)	-7	-5
CCCCC1CCC(C(=O)N2CCOCC2)CC1 (stereo not drawn)	2	3
CC(C)(C)c1cc(NC(=O)NN2CCOCC2)nn1-c1c(Cl)cc(Cl)cc1Cl	1	7
c1ccc2c(c1)CNc1ccccc1-2	-38	14
O=C(OCC(=O)N1CCc2ccccc21)c1cc(S(=O)(=O)N2CCOCC2)ccc1F	4	1
CCN(CC(=O)Nc1ccccc1C(F)(F)F)C(=O)CCc1nc2ccccc2c(=O)[nH]1	7	0
COCc1nc(-c2ccc(-c3ccc(C)cc3)nc2OC)no1	-2	4
C#CCOCCOCCOCCNc1nc(N2CCN(C(=O)C(Cc3ccc(O)cc3)n3cc(C(N)C(C)CC)nn3)CC2)nc(N2CCN(C(=O)C(Cc3ccc(O)cc3)n3cc(C(N)C(C)CC)nn3)CC2)n1 (stereo not drawn)	-13	14
CC(C)(C)CC(C)(C)c1ccc(OCC(=O)N/N=C/c2ccc(S(=O)(=O)O)o2)cc1	6	5
COc1cccc(C2c3c(oc4cc(C)c(C)cc4c3=O)C(=O)N2CCCN(C)C)c1 (stereo not drawn)	1	0
CCCc1cc2c(=O)c(-c3ccc4c(c3)OCCO4)coc2cc1OC(=O)c1ccco1	-7	7
Cc1ccc(CNC(=O)C2CC2c2ccccc2)cc1 (stereo not drawn)	-14	12
CC(=O)N1N=C(c2ccc(Br)cc2)CC1c1ccc(Br)cc1 (stereo not drawn)	-31	9
COCCCNC(=O)c1c(-c2ccccc2)noc1C	9	-5
O=C1CCc2cc(S(=O)(=O)NCc3ccc(F)cc3)cc3c2N1CCC3	7	4
O=C(c1ccc(-n2cnnn2)cc1)N1CCCCC1	-6	-8
CCCSc1nnc2nc(C)cc(C)n12	-4	1
CCO[C@H]1OC(C(=O)N2CCCCCCC2)=C[C@@H](C)[C@@H]1CCCO	-1	1
CN(C)CC(CCC(CN(C)C)C(=O)c1ccccc1)C(=O)c1ccccc1 (stereo not drawn)	107	-87

A stretch from further up:
SMILES	TAG inh	TAG inh DAPI viability
COCCCNC(=O)c1c(-c2ccccc2)noc1C	9	-5
O=C1CCc2cc(S(=O)(=O)NCc3ccc(F)cc3)cc3c2N1CCC3	7	4
O=C(c1ccc(-n2cnnn2)cc1)N1CCCCC1	-6	-8
